p97 inhibitor: human p97 ATPase inhibition; hit rate 0.42% among 220,000; recombinant p97 ATPase, Kinase-Glo ATP luminescence, 3 h; P55072; AID 1481; inhibition, % at 8 µM; in the data active = inhibition above about 15%;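 note: 0% = DMSO vehicle and 100% = wells lacking enzyme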
Target sequence (P55072 whole entry, looked up): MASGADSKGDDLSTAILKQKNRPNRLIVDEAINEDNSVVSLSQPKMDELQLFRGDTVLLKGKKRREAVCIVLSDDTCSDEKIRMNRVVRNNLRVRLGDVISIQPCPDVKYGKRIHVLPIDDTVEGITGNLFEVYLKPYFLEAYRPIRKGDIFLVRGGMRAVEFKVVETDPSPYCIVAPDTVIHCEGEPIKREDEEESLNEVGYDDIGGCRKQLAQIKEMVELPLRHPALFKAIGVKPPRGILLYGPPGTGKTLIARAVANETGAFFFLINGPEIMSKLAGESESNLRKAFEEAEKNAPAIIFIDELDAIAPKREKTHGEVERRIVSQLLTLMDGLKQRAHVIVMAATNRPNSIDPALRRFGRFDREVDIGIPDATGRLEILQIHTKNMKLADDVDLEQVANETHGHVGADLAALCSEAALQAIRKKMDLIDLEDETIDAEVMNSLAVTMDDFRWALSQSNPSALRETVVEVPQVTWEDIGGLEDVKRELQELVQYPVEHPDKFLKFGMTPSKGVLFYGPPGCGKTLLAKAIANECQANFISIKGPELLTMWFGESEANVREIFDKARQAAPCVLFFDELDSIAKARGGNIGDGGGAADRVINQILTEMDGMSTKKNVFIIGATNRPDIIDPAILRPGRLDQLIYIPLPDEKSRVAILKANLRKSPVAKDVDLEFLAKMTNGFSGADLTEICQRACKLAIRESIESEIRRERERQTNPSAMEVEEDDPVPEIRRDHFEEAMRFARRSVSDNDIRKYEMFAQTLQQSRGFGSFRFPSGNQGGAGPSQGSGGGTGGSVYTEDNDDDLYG
m-calpain inh: inhibitors of pig calpain II | inhibition, % at 16 µM | hit rate 0.37% among 220,000 | AID 1236 | purified calpain II, fluorogenic peptide substrate, 30 min;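 active = inhibition above about 50%, limit read from the data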
Runt-CBFb FRET: inhibitors of human RUNX1 Runt domain binding to CBFb; Q01196+Q13951; Cerulean-Runt/Venus-CBFb FRET ratio 530/480, 1 h; inhibition, % at 20 µM; hit rate 0.46% among 220,000; AID 1496;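 active = inhibition over about 50% at 20 µM in the single-dose screen, limit read from the data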;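 note: 0% = DMSO wells and 100% = excess unlabeled CBFb competitor control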
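Buffer or medium: Tris pH 7.5 buffer with BSA. Assay system: Cerulean-labeled Runt domain protein. Amount: each fluorescent fusion protein 100 nM. Read-out basis: loss of energy transfer signal. Incubation: 1 h compound exposure, room temperature. Probe or stimulus: Venus-CBFb binding partner, 100 nM. Detection: FRET, excitation 422 nm, emission at 530 and 480 nm.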
EBV gp42 block: inhibitors of Epstein-Barr virus glycoprotein 42 | Fluorescence polarization binding assay, mP read-out | inhibition, % (tested at 21.74 µM) | hit rate 0.42% among 220,000; in the data active = inhibition above about 50%
RBBP9 inh: human RBBP9 hydrolase inhibition. O75884. recombinant RBBP9, FP-Rh probe fluorescence polarization. inhibition, % at 7.94 µM. hit rate 0.2% among 220,000. AID 1515;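 active = inhibition above the campaign mean of all tested compounds plus 3 SD, cut at about 14% in these data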;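 note: plate controls were DMSO wells with RBBP9 for no effect and wells lacking RBBP9 protein for full effect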
Target sequence (O75884 whole entry, looked up): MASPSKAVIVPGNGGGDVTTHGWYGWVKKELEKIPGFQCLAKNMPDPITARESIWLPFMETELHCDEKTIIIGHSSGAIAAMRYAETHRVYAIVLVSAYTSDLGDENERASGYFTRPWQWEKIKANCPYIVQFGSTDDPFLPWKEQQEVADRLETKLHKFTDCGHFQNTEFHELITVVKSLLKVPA
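System: RBBP9 protein / Buffer or medium: Tris/NaCl buffer pH 8.0 with 0.1% Pluronic / Probe or stimulus: Serine-hydrolase probe FP-Rh, 375 nM pre-mixing / Dosing: 7.94 µM single dose, 0.794% DMSO / Times: enzyme-compound preincubation 30 min, then probe labeling 45 min, 25 °C / Technique: fluorescence polarization (mP), excitation 525 nm, emission 598 nm / Replication: singlicate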
NCF1 inh: p47phox (human) inhibition; inhibition, % at 24.7 µM; p47phox/p22phox peptide binding, fluorescence polarization, 2 h; hit rate 0.53% among 220,000;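 active = inhibition above about 30%, limit read from the data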;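 note: 0% = p47phox with labelled peptide and 100% = labelled peptide alone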
Furin inhibitor: human furin inhibition; inhibition, % at 30 µM; purified furin, fluorogenic substrate cleavage; AID 463115; hit rate 0.061% among 220,000; in the data active = inhibition above about 25%; note: inactives centre near -15
Tb hexokinase: T. brucei hexokinase 1 inhibition; hit rate 0.11% among 220,000; recombinant TbHK1, G6PDH-coupled NADH A340; inhibition, % at 10 µM;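 active = inhibition of 50% or more in the single-dose primary screen; inactive = inhibition below 50%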
Runt-SMMHC FRET: Runt domain-CBFb-SMMHC interaction inhibition; hit rate 0.74% among 220,000; inhibition, % at 20 µM; Cerulean-Runt/Venus-CBFb-SMMHC FRET ratio 530/480, 1 h; Q01196+Q13951; AID 1434;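 active = mean inhibition across duplicate retests at 20 µM reaching about 50%, limit read from the data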;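 note: 0% = DMSO wells and 100% = wells with excess untagged CBFb-SMMHC; inhibitors lower the FRET ratio by blocking Runt binding to CBFb-SMMHC; some results filed as inactive read as strong as hits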
* marks the source's active call; other numbers are inactive results; x = not tested or not shown; [ ] = dose if it differs, or a comment.

Preview (5 entries):
(1) O=C1CCC(C(=O)N2CCCC(C(=O)c3ccc4c5c(cccc35)CC4)C2)=NN1 (stereo not drawn)
(2) O=C(C1CCN(c2ccc(N3CCOCC3)nn2)CC1)N1CCc2ccccc2C1
(3) Cn1c(SCC(=O)c2ccccc2)nnc1-c1cccnc1
(4) COc1ccnc(N2CCN(c3cccc(C(F)(F)F)c3)CC2)c1C#N
(5) O=[N+]([O-])c1ccc2nc(-c3ccccc3)cc(-c3ccccc3)c2c1
compound no.,1,2,3,4,5
p97 inhibitor,-1,2,-6,-1,3
m-calpain inh,-339,x,13,-22,-3
Runt-CBFb FRET,0,0,-1,-4,-2
EBV gp42 block,-5,x,-29,3,-6
RBBP9 inh,-7,2,-8,-1,-3
NCF1 inh,-6,x,-3,-6,-30
Furin inhibitor,-10,-3,-12[20 µM],-22[20 µM],-5
Tb hexokinase,-12,-1,3,-3,-6
Runt-SMMHC FRET,0,10,-2,-3,1

All compounds of this part, repeating the preview:
(1) O=C1CCC(C(=O)N2CCCC(C(=O)c3ccc4c5c(cccc35)CC4)C2)=NN1 (stereo not drawn)
(2) O=C(C1CCN(c2ccc(N3CCOCC3)nn2)CC1)N1CCc2ccccc2C1
(3) Cn1c(SCC(=O)c2ccccc2)nnc1-c1cccnc1
(4) COc1ccnc(N2CCN(c3cccc(C(F)(F)F)c3)CC2)c1C#N
(5) O=[N+]([O-])c1ccc2nc(-c3ccccc3)cc(-c3ccccc3)c2c1
(6) COc1ccc(NC(=O)c2oc3ccccc3c2NC(=O)c2ccc3c(c2)OCO3)cc1
(7) CCSC(=O)NC1CCCCC1
(8) N#Cc1ccccc1Oc1ccccc1C=O
compound no.,1,2,3,4,5,6,7,8
p97 inhibitor,-1,2,-6,-1,3,0,2,-4
m-calpain inh,-339,x,13,-22,-3,-77,-18,21
Runt-CBFb FRET,0,0,-1,-4,-2,0,2,0
EBV gp42 block,-5,x,-29,3,-6,5,-18,10
RBBP9 inh,-7,2,-8,-1,-3,-6,-2,-4
NCF1 inh,-6,x,-3,-6,-30,-20,-13,6
Furin inhibitor,-10,-3,-12[20 µM],-22[20 µM],-5,-9,-21,-22
Tb hexokinase,-12,-1,3,-3,-6,-3,-2,5
Runt-SMMHC FRET,0,10,-2,-3,1,-24,0,-2

(9) CC1CCC(C(C)C)C(OCC(O)CN2CCOCC2)C1 (stereo not drawn)
(10) COc1ccc(NC(=O)c2cncc(Br)c2)cc1S(N)(=O)=O
(11) OC1CCCN(Cc2ccccc2)C1 (stereo not drawn)
(12) O=C(Nc1nc(-c2ccccc2)cs1)c1ccc(N2CCOCC2)c([N+](=O)[O-])c1
(13) O=C(N/N=C1\CCCc2ccccc21)c1ccccc1[N+](=O)[O-]
(14) COc1cc(CCCN2C(=O)C(=O)NC[C@@H]2CCCCN)cc(OC)c1OC
(15) CC(C)Cn1c(Cc2ccccc2)n[nH]c1=S
(16) O=C1CCC(C(=O)OCC(=O)c2c[nH]c3ccccc23)=NN1
compound no.,9,10,11,12,13,14,15,16
p97 inhibitor,-10,5,1,11,2,x,-8,6
m-calpain inh,-8,-27,3,-46,-11,8,7,1
Runt-CBFb FRET,-1,1,1,-2,-2,2,9,1
EBV gp42 block,-4,-15,0,6,-12,-7,-32,-14
RBBP9 inh,-15,1,-10,-12,5,x,-6,-11
NCF1 inh,-3,4,-4,-9,10,3,-14,-18
Furin inhibitor,-5[20 µM],-37,-9[20 µM],-17,-11[20 µM],-6,-5[20 µM],-29
Tb hexokinase,3,1,1,-12,1,0,4,-1
Runt-SMMHC FRET,2,-1,-7,1,-3,2,10,1

(17) Cc1cccc(OCC(O)CN2CCN(CCN3C(=O)c4cccc5cccc(c45)C3=O)CC2)c1C (stereo not drawn)
(18) COC(=O)c1cnc(Nc2ccc(Cl)cc2)c([N+](=O)[O-])c1
(19) CCCCNC(=S)NNC(=O)c1c(Cl)c(C)nn1C
(20) CCOC(=O)c1sc(=NC(=O)COc2ccccc2)n(C)c1C
(21) O=C(O)c1cccc(N/N=C/c2ccc(F)c(F)c2)c1
(22) COc1cccc(Cn2c(=S)[nH]c3ccc(N4CCOCC4)cc3c2=O)c1
(23) CCOc1ccc(-c2nc(-c3ccccc3C)no2)cc1
(24) Cc1cccc(N2C(=O)CCC2=O)c1
compound no.,17,18,19,20,21,22,23,24
p97 inhibitor,2,2,4,2,0,4,6,-2
m-calpain inh,4,1,2,12,2,-253,x,26
Runt-CBFb FRET,-4,-3,2,-1,2,18,-2,-1
EBV gp42 block,-6,-16,10,-15,-10,-10,x,-9
RBBP9 inh,-1,-6,-8,0,0,-6,-6,-3
NCF1 inh,-5,-28,-6,-47,-5,9,x,0
Furin inhibitor,-14,-15,-28,-24,2,-24,-14[20 µM],-5[20 µM]
Tb hexokinase,-25,1,9,-7,-9,-9,0,4
Runt-SMMHC FRET,-6,-2,2,1,-4,-6,-2,0

Another view of some results above:
Value order: p97 inhibitor	m-calpain inh	Runt-CBFb FRET	EBV gp42 block	RBBP9 inh	NCF1 inh	Furin inhibitor	Tb hexokinase	Runt-SMMHC FRET
14) COc1cc(CCCN2C(=O)C(=O)NC[C@@H]2CCCCN)cc(OC)c1OC
→ x	8	2	-7	x	3	-6	0	2
15) CC(C)Cn1c(Cc2ccccc2)n[nH]c1=S
→ -8	7	9	-32	-6	-14	-5[20 µM]	4	10
16) O=C1CCC(C(=O)OCC(=O)c2c[nH]c3ccccc23)=NN1
→ 6	1	1	-14	-11	-18	-29	-1	1
17) Cc1cccc(OCC(O)CN2CCN(CCN3C(=O)c4cccc5cccc(c45)C3=O)CC2)c1C (stereo not drawn)
→ 2	4	-4	-6	-1	-5	-14	-25	-6
18) COC(=O)c1cnc(Nc2ccc(Cl)cc2)c([N+](=O)[O-])c1
→ 2	1	-3	-16	-6	-28	-15	1	-2

Later entries:
(25) COCCNC(=S)N1CCCC(CO)C1 (stereo not drawn)
(26) N#Cc1ccccc1NC(=O)c1ccc(-c2ccccc2Cl)o1
(27) NNC(=O)c1ccc(COc2ccccc2)cc1
(28) O=C1N(Cc2cccnc2)C[C@@H]2C[C@@H](c3ccc(-c4ccccc4)cc3)N3CCC[C@@]123
(29) O=C(Nc1ccc(F)cc1)N1CCN2C(=O)c3ccccc3C12c1ccccc1 (stereo not drawn)
(30) COc1ccc(S(=O)(=O)N2CCOCC2)cc1NC(=O)CSc1ncnc2ccccc12
(31) Cc1ccc(C)c(-n2ccnc2SCC(N)=O)c1
(32) COc1ccc(Cl)cc1NC(=O)C(=O)NC1CCCCCC1
compound no.,25,26,27,28,29,30,31,32
p97 inhibitor,7,4,-6,-5,-9,5,5,-7
m-calpain inh,-4,-233,23,-21,6,1,-2,-54
Runt-CBFb FRET,-1,1,13,-4,1,-2,-1,1
EBV gp42 block,-5,-32,8,-5,-16,-4,-9,-13
RBBP9 inh,-3,-1,-15,-11,-6,-2,-7,-9
NCF1 inh,-1,-8,-9,-30,-20,-23,-7,-2
Furin inhibitor,-23,6[20 µM],-6,-9,2[20 µM],-21,-32,-1[20 µM]
Tb hexokinase,-5,0,2,0,28,-9,-4,4
Runt-SMMHC FRET,-3,-2,0,-4,0,1,-2,-1

(33) CC(C)(C)c1ccc(OCC(=O)N2CCN(C=O)CC2)cc1
(34) CCOC(=O)N1CCN(C(=O)C2CCCN(S(=O)(=O)c3ccc(F)cc3)C2)CC1 (stereo not drawn)
(35) Cc1ccc(-c2noc(CCC(=O)Nc3ccccc3N3CCN(C)CC3)n2)cc1
(36) CC(C)c1cc(C(=O)O)n[nH]1
(37) CCc1nccn1S(=O)(=O)c1ccc(Br)cc1Br
(38) Cc1nnsc1SCC(=O)O
(39) Clc1ccc(OCCSc2nnnn2C2CCCCC2)cc1
(40) Cc1cccc(S(=O)(=O)Nc2ccc3c(c2)OCCO3)c1
compound no.,33,34,35,36,37,38,39,40
p97 inhibitor,2,4,-2,0,5,4,-2,0
m-calpain inh,32,6,-13,30,-7,-23,6,-95
Runt-CBFb FRET,1,2,-3,0,0,-3,0,19
EBV gp42 block,-9,-3,-26,1,-27,-1,-10,-8
RBBP9 inh,4,0,-7,8,-2,3,3,5
NCF1 inh,-30,-10,5,2,-16,1,-7,-3
Furin inhibitor,-23[20 µM],-17,-24[20 µM],-10[20 µM],-17,-6,-20[20 µM],-28
Tb hexokinase,-3,0,11,-4,5,3,35,-12
Runt-SMMHC FRET,5,-4,0,4,0,-2,-4,0

(41) CCn1c(N)c(C(=O)NCc2ccco2)sc1=S
(42) Cc1ccc(NC(=S)NC(=O)/C=C/c2ccco2)c(O)c1
(43) CCN(C(=O)COC(=O)/C=C/c1ccc(O)c(OC)c1)C1CCS(=O)(=O)C1 (stereo not drawn)
(44) O=C(NCCCn1ccnc1)/C(=C/c1ccco1)NC(=O)c1cccs1
(45) COc1ccc(NC(=O)Cc2nnc(SCC(=O)Nc3cc(C)ccc3OC)n2C)cc1
(46) Cn1cccc1Cc1nnc(SCC(=O)Nc2ccc3c(c2)OCO3)n1-c1ccc(F)cc1
(47) CCOC(=O)c1ccc(NC(=S)Nc2ccccn2)cc1
(48) Cc1cc(C)nc(SCCS(=O)Cc2ccc(Cl)cc2)n1 (stereo not drawn)
compound no.,41,42,43,44,45,46,47,48
p97 inhibitor,-1,1,3,3,-6,4,2,2
m-calpain inh,x,-1,-28,-24,2,18,-10,6
Runt-CBFb FRET,17,-4,-2,0,0,-2,2,-1
EBV gp42 block,x,4,-1,-13,-8,-7,-16,-10
RBBP9 inh,0,-6,-3,-7,-5,-5,-3,-8
NCF1 inh,x,-20,-6,-8,-14,-18,-12,1
Furin inhibitor,-3,-16,-3,-16,-16[20 µM],-15,-15[20 µM],4[20 µM]
Tb hexokinase,-38,-10,1,-11,-2,8,0,-2
Runt-SMMHC FRET,18,-33,4,-4,2,0,3,-2

(49) COc1ccc(/C=C(/NC(=O)c2ccc([N+](=O)[O-])cc2)C(=O)NC(C)(C)C)cc1
(50) O=C(O)CCCC(=O)N(Cc1ccccc1)Cc1ccccc1
(51) COc1cc(C)c(Br)cc1S(=O)(=O)NCCCN1CCOCC1
(52) Cc1cc[n+]2c3c(cccc13)CCC2
(53) Cc1cc(C)n2nc(SCC(=O)c3cc(C)n(CC4CCCO4)c3C)nc2n1 (stereo not drawn)
(54) Cc1cc(-c2cccc(Br)c2)c(C#N)c(N)n1
(55) COc1ccc(/C=c2/sc3n(c2=O)C(c2ccccc2OC)C2=C(N=3)c3ccccc3CC2)cc1O (stereo not drawn)
(56) Cn1cc(C(=O)NCc2ccccc2F)cn1
(57) O=C(Nc1cccc(Cl)c1N1CCCCC1)c1ccc2c(c1)OCCO2
compound no.,49,50,51,52,53,54,55,56,57
p97 inhibitor,-1,3,3,6,-2,2,4,5,-9
m-calpain inh,-12,2,-1,-115,8,-16,-21,-2,15
Runt-CBFb FRET,2,0,0,0,30,-1,-4,-3,-2
EBV gp42 block,-4,-23,-19,-8,-5,-4,-31,-25,7
RBBP9 inh,-6,-1,-3,7,0,-2,1,-4,-2
NCF1 inh,-8,-7,3,5,-6,-30,-15,-8,-5
Furin inhibitor,-36,-14,-20,-6[20 µM],-26,-20,-41,-21,-1[20 µM]
Tb hexokinase,-10,-3,2,-3,-5,-1,-23,-5,4
Runt-SMMHC FRET,1,4,-4,-8,-5,3,-30,0,-3

Compound activity from PubChem BioAssay.
